# Compound activity as filed in PubChem BioAssay.
# TAAR1 agonist – human TAAR1 agonism | 360,000 tested, 0.99% active | activation, % at 3 µM | Q96RJ0 | CHO RD-HGA16 TAAR1, Fluo-8 calcium fluorescence; vehicle wells 0%, saturating PEA agonist 100%;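 active = activation above the mean activation of all test compounds in the run plus 3 SD, cut at about 38% in these data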
#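 Benchmarks: low control DMSO, high control PEA (EC100); System: CHO RD-HGA16 cells carrying human TAAR1 plus Gα16; Detection: Fluo-8 fluorescence, 5 s baseline then 140 s kinetic read; Schedule: 17-24 h plating, Fluo-8 75 min 37 °C, 30 min RT; Read-out basis: % activation from peak over basal fluorescence ratio, DMSO-to-PEA scaled.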
# OXTR potentiate – human OXTR potentiation; activation, % at 3 µM; P30559; 320,000 tested, 0.061% active; CHO-OTR cells, Fluo-8 calcium fluorescence, potentiator mode; 0% = oxytocin EC15, 100% = EC100;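 active = activation above that plate's cutoff, the mean activation of tested compounds plus 3 SD, cut at about 6.6% in these data, passing the limit was not always enough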;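 note: 100% uses oxytocin at 75 nM as the full agonist control; some results filed as inactive read as strong as hits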
# Target sequence (P30559 whole entry, looked up): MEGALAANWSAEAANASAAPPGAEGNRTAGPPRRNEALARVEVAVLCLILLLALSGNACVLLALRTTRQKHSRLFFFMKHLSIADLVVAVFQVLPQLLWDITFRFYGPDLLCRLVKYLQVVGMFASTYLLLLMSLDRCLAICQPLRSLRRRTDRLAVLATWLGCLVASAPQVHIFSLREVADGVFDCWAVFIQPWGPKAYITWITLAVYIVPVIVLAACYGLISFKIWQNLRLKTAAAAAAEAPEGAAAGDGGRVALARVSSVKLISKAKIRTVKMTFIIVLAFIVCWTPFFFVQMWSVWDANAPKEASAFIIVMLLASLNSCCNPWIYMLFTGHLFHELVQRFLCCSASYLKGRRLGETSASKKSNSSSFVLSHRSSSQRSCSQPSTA
#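 Assay system: CHO cell line stably expressing human OTR. Reagent: EC15 oxytocin agonist. Dosing: single dose, 3.0 µM nominal final compound concentration. Timing: compound 6 min at room temperature before oxytocin, 100 s read. Signal: kinetic Fluo-8 calcium fluorescence. Controls: oxytocin EC15 low and EC100 high.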
# CHO parental Ca – signal in parental CHO cells, OX1R antagonist counter-screen; inhibition, % at 5.6 µM; 330,000 tested, 0.63% active; parental CHO-K1, ATP-induced calcium, Fluo-8 fluorescence;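 active = inhibition above that plate's mean sample inhibition plus 3 SD, cut at about 26% in these data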;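 note: 0% = ATP-challenged DMSO wells and 100% = DMSO wells without ATP; some compounds past the cut are filed as inactive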
#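 Test system: untransfected parental CHO cell line; also added: ATP stimulus; dosing: 5.6 µM, single dose; signal: calcium-sensitive Fluo-8 fluorescence; measure: percent inhibition of ATP-evoked calcium rise, normalized to controls; benchmarks: low control ATP plus DMSO, high control DMSO only; replication: one well per compound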
# OXTR ag – agonists of human oxytocin receptor. AID 2435. activation, % at 3 µM. 320,000 tested, 0.32% active. CHO-OTR cells, Fluo-8 calcium fluorescence; normalized: DMSO 0%, oxytocin 100%;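 active = activation above the mean of all tested compounds plus 3 SD, cutoff set per screening run, cut at about 20% in these data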;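 note: peak over basal fluorescence ratio from a 100 s FLIPR kinetic read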
# CHRM1 antagonist – human CHRM1 antagonism; CHO-K1 hM1, Fluo-8 calcium fluorescence, ACh EC80 antagonist; inhibition, % at 3 µM; AID 588852; P11229; 360,000 tested, 1.3% active;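 active = percent inhibition above its own plate's cutoff, namely the mean of that plate's compound wells plus 3 SD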;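 note: peak over basal fluorescence ratio during 140 s after agonist addition; 0% = ACh EC80 plus DMSO and 100% = DMSO alone without agonist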
# Target sequence (P11229 whole entry, looked up): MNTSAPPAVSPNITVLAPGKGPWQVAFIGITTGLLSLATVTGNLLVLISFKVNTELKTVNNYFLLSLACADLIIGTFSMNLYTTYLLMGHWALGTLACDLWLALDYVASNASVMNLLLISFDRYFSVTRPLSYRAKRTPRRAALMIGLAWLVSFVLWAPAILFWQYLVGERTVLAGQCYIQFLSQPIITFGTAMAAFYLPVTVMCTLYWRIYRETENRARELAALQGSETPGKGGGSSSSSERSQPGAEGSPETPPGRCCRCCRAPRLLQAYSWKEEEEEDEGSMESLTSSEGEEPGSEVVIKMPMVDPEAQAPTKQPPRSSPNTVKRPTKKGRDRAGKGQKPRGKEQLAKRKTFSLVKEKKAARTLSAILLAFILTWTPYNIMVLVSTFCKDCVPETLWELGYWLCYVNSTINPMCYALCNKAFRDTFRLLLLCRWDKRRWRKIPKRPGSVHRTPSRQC
# V1R ag counter – counter-screen for oxytocin receptor agonists: human V1a receptor agonists; CHO-V1R cells, Fluo-8 calcium fluorescence, agonist mode; 0% DMSO, 100% 3 nM vasopressin; activation, % at 3 µM; 320,000 tested, 0.25% active;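 active = activation above the mean activation of all tested compounds plus 3 SD, per screening run, cut at about 20% in these data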;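 note: signal is peak over basal fluorescence ratio across a 100 second FLIPR read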
# TAAR1 antagonist – antagonists of human TAAR1; Q96RJ0; CHO RD-HGA16 TAAR1, Fluo-8 calcium fluorescence, antagonist; inhibition, % at 3 µM; 360,000 tested, 1.5% active; AID 624466;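 active = inhibition above a per-plate cutoff, the mean inhibition of test compounds on that plate plus 3 SD, cut at about 49% in these data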;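 note: 0% = DMSO plus EC80 beta-PEA response and 100% = DMSO alone without agonist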
#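 Material: CHO RD-HGA16 cells bearing hTAAR1; compound dosing: one-point dosing, 3 µM nominal final; schedule: dye loading 75 min at 37 °C, then 30 min room temperature; measured by: calcium fluorescence with Fluo-8; control set: vehicle and agonist controls; replication: n of 1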
# CHRM1 PAM – potentiates human M1 receptor response to acetylcholine; P11229; CHO-K1 hM1, Fluo-8 calcium fluorescence, ACh EC20; 0% = ACh EC20, 100% = maximal ACh; activation, % at 3 µM; 360,000 tested, 0.088% active; AID 588819; in the data active = activation above about 19%, passing the limit was not always enough
# M1 ag – activates human CHRM1 receptor; CHO-K1 hM1, Fluo-8 calcium fluorescence, agonist mode; 0% DMSO, 100% acetylcholine EC100; activation, % at 3 µM; 360,000 tested, 0.33% active; AID 588814;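 active = activation above the run's mean compound activation plus 3 SD, cut at about 16% in these data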;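 note: peak over basal fluorescence ratio within a 140 s kinetic read after compound addition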
# An asterisk follows results filed as active; / = no result given.
no.	compound	CHO parental Ca	OXTR ag	M1 ag	TAAR1 agonist	TAAR1 antagonist	OXTR potentiate	CHRM1 PAM	CHRM1 antagonist	V1R ag counter
1	Cc1ccccc1OCC(=O)Nc1ccc2c(c1)Cc1ccccc1-2	-19	0.9	-5	/	/	-2	3	-6	0.1
2	CCO[C@H]1OC(C(=O)NC2CC2)=C[C@@H](c2ccc(C(F)(F)F)cc2)[C@@H]1CCCO	-1	1.1	-4	10	15	2	-13	22	1.0
3	CCCOC(=O)c1ccc(OC(=O)c2ccco2)cc1	-9	-1.9	-7	20	2	-2	3	2	-0.8
4	O=C(CCC(=O)Nc1ccc(F)cc1)N/N=C/c1cc([N+](=O)[O-])ccc1O	-11	0.6	2	2	6	-10	11	-7	1.2
5	Cc1ccc(S(=O)(=O)N2CCCCC2)cc1C(=O)NC1CCCCC1	-16	-0.2	-4	1	-2	-8	7	-15	0.6
6	CC(C)CC(=O)N1CCC(O)(CS(=O)(=O)Cc2ccccc2)CC1	2	1.1	0	1	8	0	13	-10	-0.5
7	CC12CCC(=O)N1C(C(=O)Nc1cc(S(=O)(=O)N3CCCCCC3)ccc1OCC(F)(F)F)CS2 (stereo not drawn)	-6	-1.2	-6	0	34	-5	-5	12	0.4
8	Cc1ccc(OC(C)C(=O)N2CCN(c3ccccn3)CC2)cc1 (stereo not drawn)	/	/	-3	5	-2	/	13	-8	/
9	Cc1ccc2c(COC(=O)c3ccccc3Cl)cc(=O)oc2c1	-8	0.6	2	4	-3	-9	9	-5	0.9
10	COCCCN1C(=O)C(CC(=O)NCCCCc2ccccc2)CC(C(=O)N2CCOCC2)=C1C (stereo not drawn)	/	/	-3	1	-1	/	-5	6	/
11	COc1ccc(NC(=O)[C@@H](NS(=O)(=O)c2cccc(Cl)c2)C(C)C)cc1S(=O)(=O)N1CCOCC1	-8	-0.1	-6	6	-7	3	0	-3	1.0
12	Cc1nn(-c2ccccc2)c(C)c1-c1cc(C(=O)N/N=C/c2ccc(O)cc2)[nH]n1	-10	-0.8	-4	3	8	-3	6	-9	0.3
13	O=C(O)C1C2CCC(O2)C1C(=O)NCc1ccccc1Br (stereo not drawn)	-12	-1.1	-10	5	7	-6	11	-11	-0.1
14	Cc1ccc(Cl)cc1NC(=S)NCCCSC1CCCCC1	-4	-0.3	-4	1	11	-23	-15	37*	0.8
15	COc1c(C(=O)N2CCCC2)ccc2ccccc12	0	-0.6	-5	1	-20	-6	5	-7	0.5
16	Cc1cc(/C=N/n2cnnc2)c(C)n1-c1cccc(C(=O)O)c1	-7	0.9	-3	0	-8	-4	0	-1	1.0
17	Cc1cc([N+](=O)[O-])nn1Cc1ccc(C(=O)N/N=C/c2ccc(O)cc2O)cc1	5	0.0	-2	-1	4	-8	3	-7	0.2
18	O=C(NCc1cccs1)C1Cc2c(-c3ccccc3Oc3ccccc3)ccnc2O1 (stereo not drawn)	/	/	-1	0	17	/	14	-18	/
19	O=C(c1cnsn1)N1CCN(c2ccccn2)CC1	4	0.2	-5	11	-4	2	-6	7	0.5
20	Cc1ccc(C(=O)CSc2nc3cc(S(=O)(=O)N4CCOCC4)ccc3o2)cc1	-5	2.9	2	4	1	-10	7	-37	3.7
21	O=C(COC(=O)c1ccccc1Cl)Nc1ccc2[nH]c(=O)[nH]c2c1	-8	0.4	-4	0	-7	-2	-2	9	-0.6
22	Cc1cc(C(F)(F)F)c2c(=O)[nH]c(=O)n(Cc3ccccc3)c2n1	-20	-2.6	2	1	-13	-8	8	-12	-0.5
23	O=C(Cc1csc(Nc2nc(=S)[nH]c3ccccc23)n1)NCc1cccc(Cl)c1	-19	-0.5	-6	13	5	1	4	3	0.5
24	CCOC(=O)c1c(C)[nH]c(C)c1S(=O)(=O)NCC1CCN(Cc2cccc(Cl)c2)CC1	-17	-1.6	-6	4	-17	-2	-13	11	-1.7
25	CC1CCCN(Cc2csc(N)n2)C1 (stereo not drawn)	16	0.7	-6	2	-32	-13	1	-2	0.1
26	CSc1ncccc1C(=O)OCCCC(=O)c1ccc(F)cc1	-14	-1.5	-3	6	14	-7	5	-5	-0.8
27	COc1ccc(NC(=O)c2cc3ccccc3cc2OC)cc1OC	-12	-0.5	-5	3	9	-2	2	-12	-1.1
28	COc1cc2c(cc1OC)C1CCc3cc4c(cc3C1N=C2)OCO4 (stereo not drawn)	/	/	-6	12	17	/	-17	11	/
29	COc1ccc(NC(=O)CSc2ccc(-c3cccnc3)nn2)c(OC)c1	0	-0.3	-2	1	-20	-4	9	-9	-0.4
30	CCOC(=O)Nc1ccc(C(=O)c2ccncc2)cc1	0	0.2	-2	4	0	-14	10	-19	20*

# Part of the list above in order of length of the SMILES, rising.
no.	compound	CHO parental Ca	OXTR ag	M1 ag	TAAR1 agonist	TAAR1 antagonist	OXTR potentiate	CHRM1 PAM	CHRM1 antagonist	V1R ag counter
19	O=C(c1cnsn1)N1CCN(c2ccccn2)CC1	4	0.2	-5	11	-4	2	-6	7	0.5
30	CCOC(=O)Nc1ccc(C(=O)c2ccncc2)cc1	0	0.2	-2	4	0	-14	10	-19	20*
26	CSc1ncccc1C(=O)OCCCC(=O)c1ccc(F)cc1	-14	-1.5	-3	6	14	-7	5	-5	-0.8
27	COc1ccc(NC(=O)c2cc3ccccc3cc2OC)cc1OC	-12	-0.5	-5	3	9	-2	2	-12	-1.1
28	COc1cc2c(cc1OC)C1CCc3cc4c(cc3C1N=C2)OCO4 (stereo not drawn)	/	/	-6	12	17	/	-17	11	/
20	Cc1ccc(C(=O)CSc2nc3cc(S(=O)(=O)N4CCOCC4)ccc3o2)cc1	-5	2.9	2	4	1	-10	7	-37	3.7

# More results.
no.	compound	CHO parental Ca	OXTR ag	M1 ag	TAAR1 agonist	TAAR1 antagonist	OXTR potentiate	CHRM1 PAM	CHRM1 antagonist	V1R ag counter
31	Cc1occc1C(=O)NCc1cccs1	-10	0.4	-4	-1	-17	-8	5	-3	0.8
32	O=C(Nc1cccc(Cl)c1Cl)c1snnc1-c1ccccc1	-31	-2.0	-8	7	18	-14	-17	-4	-0.9
33	CCCc1nc2ccc(C(=O)OC)cn2c1Cc1cccc(F)c1	/	/	-1	0	-29	/	3	-31	/
34	O=[N+]([O-])c1ccc2c(c1)C(N1CCOCC1)/C(=C/COc1ccc(F)cc1)O2 (stereo not drawn)	-11	-1.9	-4	9	9	-12	-3	3	-1.5
35	CC1CCCC(C)N1C(=O)CN1C(=O)NC2(CCCCCC2)C1=O (stereo not drawn)	/	/	0	2	8	/	-4	1	/
36	Cc1cc(O)ccc1N1C(=O)c2cccc3cc([N+](=O)[O-])cc(c23)C1=O	-15	-0.1	-1	-1	-29	7	10	-9	1.4
37	O=c1[nH]c(SCc2ccccc2Cl)nc2[nH]ncc12	-11	-0.5	-7	4	-7	-7	9	-6	1.5
38	O=C(CNS(=O)(=O)c1ccc(C(=O)N2CCOCC2)cc1)N1CCOCC1	1	11	-4	0	10	-5	-1	-1	1.5
39	CN(Cc1ccccc1)C(=O)c1cccc(NC(=O)Cc2cccc([N+](=O)[O-])c2)c1	-11	9.7	-12	16	65*	-9	-26	33*	5.5
40	O=C(NCCO)c1ccc2nc(-c3ccco3)c(-c3ccco3)nc2c1	-3	-0.2	-2	3	10	-2	7	-30	0.8
41	COc1cc(C(=O)OCC(=O)NC(=O)C2CCCCC2)ccc1OC(F)F	-2	-1.6	-3	1	11	-6	6	1	-0.4
42	Cc1csc(NC(=O)CSc2nnc(C)s2)n1	12	0.9	-2	15	10	-20	12	-3	0.0
43	COc1ccc(N2C(=O)CCC(C(=O)O)C2c2ccc(F)cc2)cc1 (stereo not drawn)	-4	1.1	-1	6	2	-15	0	-1	0.7
44	O=C(O)CSc1ncnc2c1oc1ccccc12	6	1.9	-1	2	14	0	10	-13	1.4
45	CC(NC(=O)C(C)N1CCN(Cc2ccccc2)CC1)c1ccc(F)cc1 (stereo not drawn)	-17	-0.6	3	1	3	0	1	-7	0.7

# Entries of single compounds as entered above. Screens in order: CHO parental Ca	OXTR ag	M1 ag	TAAR1 agonist	TAAR1 antagonist	OXTR potentiate	CHRM1 PAM	CHRM1 antagonist	V1R ag counter
# CCCc1nc2ccc(C(=O)OC)cn2c1Cc1cccc(F)c1 is listed with /	/	-1	0	-29	/	3	-31	/
# CC(NC(=O)C(C)N1CCN(Cc2ccccc2)CC1)c1ccc(F)cc1 (stereo not drawn) is listed with -17	-0.6	3	1	3	0	1	-7	0.7
# COc1cc(C(=O)OCC(=O)NC(=O)C2CCCCC2)ccc1OC(F)F is listed with -2	-1.6	-3	1	11	-6	6	1	-0.4

# Remaining list, next part.
no.	compound	CHO parental Ca	OXTR ag	M1 ag	TAAR1 agonist	TAAR1 antagonist	OXTR potentiate	CHRM1 PAM	CHRM1 antagonist	V1R ag counter
46	Cc1ccsc1/C=N/NC(=O)CNC(=O)c1ccc(S(=O)(=O)N(C)C)cc1	-6	-0.7	-5	32	5	-4	8	-7	-0.5
47	CC(C)C[C@H](NC(=O)OC(C)(C)C)C(=O)N[C@@H](CO)[C@H](O)[C@@H]1C[C@@H]1C(=O)NC1CC1	-9	-0.3	-4	10	4	1	13	-8	1.3
48	CCc1ccccc1Nc1nc(N)nc(CSCC(=O)c2cc(C)n(C)c2C)n1	-30	-2.0	-4	12	6	-7	6	-9	0.5
49	O=C(Nc1ccc(-c2cccc(F)c2)cc1)C1CCCN(Cc2ccccn2)C1 (stereo not drawn)	-14	7.2	-4	6	14	-4	-16	16	7.8
50	C=C(CO)C1Cc2cc(C(C)=O)ccc2O1 (stereo not drawn)	-9	0.1	0	1	-3	-4	5	-3	-0.3
51	COc1ccc(CCNC(=O)Cn2c(=O)n(CC3CCCO3)c(=O)c3cc(OC)c(OC)cc32)cc1OC (stereo not drawn)	-2	0.5	-6	1	6	0	1	-2	0.0
